Assay outcomes as filed in PubChem.
Yeast superoxide – caloric restriction mimetics inhibiting age-related superoxide in yeast; AID 2690; S. cerevisiae aged cells, superoxide DHE fluorescence; stronger effect = lower value; 0.18% of 330,000 active; superoxide response (% of plate mean), % at 10 µM;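 active = superoxide response under a set limit, about three screen SD below normal, cut at about 65% in these data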;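 also: yeast aged for seven days with compound at 30 °C before DHE staining; 100% = average MFI of all compound-treated wells on the plate with controls excluded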
Efflux pump inh – antifungal efflux pump inhibition, Nile Red retention | S. cerevisiae Candida pump triplex | 0.44% of 330,000 active | inhibition, % at 10 µM | AID 485275;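 active = plate passing quality check with inhibition over a set limit, or well fluorescence over plate mean plus 4 SD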;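 also: Nile Red retained in pooled yeast measured as flow cytometry median fluorescence; 0% = buffer negative control and 100% = Enniatin B positive control; higher means more Nile Red kept so more efflux inhibition; some compounds called inactive have numbers as strong as hits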
ZTA counter – ZTA (EBV) inhibition in EBNA-1 counter-screen; inhibition, % at 11 µM; P03206; 0.15% of 320,000 active; ZTA-DNA binding, fluorescence polarization; AID 2234; in the data active = inhibition above about 33%
Target sequence (P03206 whole entry, looked up): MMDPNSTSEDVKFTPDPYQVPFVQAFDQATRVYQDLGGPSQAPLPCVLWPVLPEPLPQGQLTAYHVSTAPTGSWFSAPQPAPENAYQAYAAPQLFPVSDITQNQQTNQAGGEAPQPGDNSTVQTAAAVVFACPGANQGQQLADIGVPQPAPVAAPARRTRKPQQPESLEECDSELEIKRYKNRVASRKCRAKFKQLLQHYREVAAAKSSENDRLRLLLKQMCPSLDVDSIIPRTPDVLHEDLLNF
MEX-5 binding – C. elegans MEX-5 TCR-2 RNA binding activity. 0.38% of 300,000 active. activity score (negative = inhibition of binding), % at 10 µM. Q9XUB2. MEX-5/FITC-TCR2 RNA binding, fluorescence polarization; stronger effect = lower value;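 active = inhibition past about -25% in most replicates, and total fluorescence under double the plate's negative control median, limit read from the data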;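 also: 0% = DMSO and -100% = 5 µM competing unlabeled TCR2 RNA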
Target sequence (Q9XUB2 whole entry, looked up): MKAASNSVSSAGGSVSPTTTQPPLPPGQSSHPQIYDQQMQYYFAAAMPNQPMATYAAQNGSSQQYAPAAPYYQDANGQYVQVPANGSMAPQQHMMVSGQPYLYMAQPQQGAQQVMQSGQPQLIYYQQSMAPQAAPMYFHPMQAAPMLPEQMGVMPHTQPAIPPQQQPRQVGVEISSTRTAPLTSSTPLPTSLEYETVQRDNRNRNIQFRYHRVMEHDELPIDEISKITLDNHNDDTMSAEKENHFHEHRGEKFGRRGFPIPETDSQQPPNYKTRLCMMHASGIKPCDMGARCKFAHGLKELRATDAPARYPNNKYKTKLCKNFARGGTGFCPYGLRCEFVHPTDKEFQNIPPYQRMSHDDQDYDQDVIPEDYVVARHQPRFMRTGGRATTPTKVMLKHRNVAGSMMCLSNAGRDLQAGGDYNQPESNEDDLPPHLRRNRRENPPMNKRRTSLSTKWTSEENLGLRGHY
MCL1 BIM primary – MCL1-BIM-BH3 interaction inhibition (human); 0.68% of 320,000 active; inhibition, % at 10.9 µM; GST-MCL1 / FITC-Bim-BH3 fluorescence polarization; Q07820; AID 2057;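 active = inhibition above the mean inhibition of all tested compounds plus 3 SD, set per campaign, cut at about 40% in these data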;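 also: 0% = DMSO wells and 100% = unlabeled Bim-BH3 peptide control; higher means more loss of mP so more displacement of Bim peptide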
Target sequence (Q07820 whole entry, looked up): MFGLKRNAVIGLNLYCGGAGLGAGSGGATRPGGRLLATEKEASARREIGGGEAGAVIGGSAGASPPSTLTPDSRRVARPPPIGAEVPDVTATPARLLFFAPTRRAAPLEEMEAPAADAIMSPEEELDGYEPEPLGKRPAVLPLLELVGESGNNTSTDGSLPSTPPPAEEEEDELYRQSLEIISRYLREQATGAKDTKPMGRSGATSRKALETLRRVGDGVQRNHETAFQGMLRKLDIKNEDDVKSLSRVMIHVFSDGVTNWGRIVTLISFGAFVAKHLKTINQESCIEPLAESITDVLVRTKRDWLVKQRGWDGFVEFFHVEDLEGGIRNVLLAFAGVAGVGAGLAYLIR
EBNA-1 inhibitor – blocks EBNA-1 binding to DNA; 0.34% of 300,000 active; EBNA-1 DNA binding, fluorescence polarization; inhibition, % at 14.8 µM; in the data active = inhibition above about 28%
BCLXL inh – blocks human Bcl-xL binding to Bim BH3 peptide | AID 2129 | inhibition, % at 10.9 µM | GST-Bcl-xL / FITC-Bim BH3 peptide fluorescence polarization | 0.7% of 320,000 active;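 active = inhibition above the mean of all tested compounds plus 3 SD, cutoff set per campaign, cut at about 30% in these data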;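 also: 0% = DMSO wells and 100% = unlabeled Bim-BH3 peptide competitor; inhibitors lower millipolarization by displacing the labeled peptide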
GLD-1 RNA inh – GLD-1-TGE RNA interaction inhibition (C. elegans); Q17339; purified GLD-1 + fluorescein TGE RNA, fluorescence polarization; inhibition, % at 5.96 µM; 0.44% of 320,000 active; AID 2280;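 active = percent inhibition above a per-plate cutoff, the plate mean of test compounds plus 3 SD, cut at about 30% in these data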;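 also: 0% = DMSO wells with GLD-1 and probe and 100% = wells lacking GLD-1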
Fam108B inh – counter-screen for RBBP9 inhibitors: inhibitors of mouse Fam108B; recombinant Fam108B, FP-Rh probe fluorescence polarization; inhibition, % at 9.51 µM; 0.33% of 300,000 active; AID 1947;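 active = inhibition above the screen mean inhibition plus 3 SD, computed separately per campaign, cut at about 18% in these data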;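 also: inhibitors lower polarization as less probe binds the enzyme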
Active calls of the source: *; / = not tested or not shown.

SMILES	Yeast superoxide	Efflux pump inh	ZTA counter	MEX-5 binding	MCL1 BIM primary	EBNA-1 inhibitor	BCLXL inh	GLD-1 RNA inh	Fam108B inh
Cc1nnc(SCC(=O)Nc2ccc(-c3nc4ccccc4s3)cc2)s1	88	0.1	7	-1.7	5	-9	4	-6	-2
CSc1c(C#N)c(N)c(C#N)c2c1COC(C)(C)C2	103	-0.1	2	1.6	12	-5	11	16	0
CCCN1C2CCCC1CC(NC(=O)c1cc(OC)c(OC)c(OC)c1)C2 (stereo not given)	102	0.0	15	-0.4	6	-1	6	2	-1
Cc1ccc(N(C(=O)Cn2nnc3ccccc32)C(C(=O)NC2CCCCC2)c2cn(C)nc2C)cc1 (stereo not given)	127	0.0	1	0.4	-6	-5	-1	4	2
Cc1ccc(C(C)C)c(OCC(=O)NN2C(=O)c3ccccc3C2=O)c1	101	0.5	0	-0.3	8	8	3	-3	3
COC(=O)CCN(C(=O)c1ccc(Cl)c([N+](=O)[O-])c1)c1ccccn1	108	-0.1	-1	1.2	-8	-1	5	2	2
CCOc1ccccc1CNC(=O)c1ccccc1NC(=O)C1=CSCCO1	108	-0.1	-11	-1.0	11	9	9	3	-4
COc1ccc(CC(=O)N(C)CC(=O)Nc2ccccc2Cl)cc1S(=O)(=O)N1CCOCC1	80	0.1	-2	/	-1	/	-1	-2	/
CCOC(=O)CSc1nc(C)cc(C)c1C(N)=O	101	-0.1	6	-0.4	-4	-6	5	2	-1
O=C(O)C12C[C@H]3C[C@@H](C1)CC(n1ncc(N4CCN(c5ccccc5)CC4)c(Cl)c1=O)(C3)C2	99	-0.1	10	0.6	5	10	7	2	-2
CC1Cc2ccccc2N1Cc1cc(=O)c(OCC(=O)Nc2ccccc2)co1 (stereo not given)	100	0.0	-2	-1.0	5	2	0	-2	2
CC(Sc1nnnn1-c1ccc(O)cc1)C(=O)NC1CCCCC1C (stereo not given)	100	-3.0	-4	-3.0	4	-1	4	5	4
CC(=O)NC12CC3CC(C1)CC(C(=O)N1CCN(C(=O)c4ccco4)CC1)(C3)C2	109	0.0	-4	/	-2	/	0	1	/
Cc1nc(SCC(=O)Nc2cc(C)on2)c2c(=O)n(C)c(=O)n(C)c2n1	91	0.2	5	0.1	0	-4	-4	0	4
Brc1ccc(-c2csc(N/N=C/c3cccnc3)n2)cc1	98	-0.1	13	-1.7	-1	-3	4	7	0
Cc1cc(C)c(NC(=O)Cn2cnc3c(oc4ccccc43)c2=O)c(C)c1	92	-0.1	-8	-1.5	-2	-2	4	-2	-2
CN(C(=O)COC(=O)c1ccc2c(c1)OCCO2)c1ccccc1	101	0.1	4	2.2	1	5	-1	-2	-1
CCC(Sc1nc2cc3c(cc2c(=O)n1Cc1ccco1)OCO3)C(=O)Nc1ccccc1OC (stereo not given)	104	-0.1	-11	1.5	-3	0	0	9	-4
CC(=O)c1c(NCc2ccccc2)nc(=O)n(-c2ccccc2)c1C	98	0.1	5	-0.4	7	0	4	8	10
COc1cccc(NC(=O)COC(=O)Cc2ccc(Cl)cc2)c1	97	0.2	6	1.0	7	-17	6	-2	0
CCCc1c(O)nc(SCCN(CCC)CCC)[nH]c1=O	108	-0.1	10	0.0	7	2	3	0	-1
C#CCOCCOCCOCCNc1nc(N2CCN(C(=O)[C@H](Cc3cc4ccccc4[nH]3)n3cc([C@@H](N)C(C)CC)nn3)CC2)nc(N2CCN(C(=O)[C@H](Cc3cc4ccccc4[nH]3)n3cc([C@@H](N)CC(C)C)nn3)CC2)n1 (stereo not given in full)	90	0.1	15	9.1	3	4	1	4	3
CSc1ncc(Cl)c(C(=O)Nc2cc(C)ccc2C)n1	70	0.1	-10	0.6	6	10	5	-4	-6
Cc1cc(NC(=O)c2ccccc2F)on1	119	0.1	0	-1.2	-14	1	-3	-1	-7
CCCCC(=O)Nc1ccc(NC(=O)c2ccco2)cn1	87	0.0	9	2.0	1	5	2	5	2
CCOC(=O)c1cnn(-c2cccc(Cl)c2)c1N	99	0.1	-24	-1.3	-1	-19	-1	3	2
Clc1cccc(OCc2nnc(-c3ccccc3Br)o2)c1	89	0.3	-27	-1.0	13	-6	3	-2	-3
CC(OC(=O)CCOc1ccccc1)C(=O)Nc1ccc(Cl)cn1 (stereo not given)	99	0.1	9	-0.5	-1	3	2	1	0
CCCCOCCCNC(=O)c1ccc2c(c1)OCO2	85	0.0	13	-0.8	9	3	6	2	-1
COc1cccc(CN2CCNC(=O)C2CC(=O)N(C)C2CCCCC2)c1OC (stereo not given)	99	-2.8	-2	-1.9	10	-3	6	9	2
Cc1ccc(Cn2c(SCC(=O)N/N=C/c3ccccc3OCC(=O)O)nc3ccccc32)cc1	92	0.0	15	1.6	-3	2	-7	2	-5
Cc1nc2ccccn2c1C(=O)N/N=C/c1ccc2c(c1)OCO2	96	0.6	5	-0.3	8	-6	2	6	5
O=C(N/N=C/c1c[nH]c2ccccc12)C1COc2ccccc2O1 (stereo not given)	106	0.3	6	-1.2	4	2	2	2	2
O=C(O)c1cccc2c1C(=O)c1cccc3snc-2c13	122	0.0	5	-3.0	20	-1	19	3	0
O=C1CCNc2cc3ccccc3cc21	132	0.6	-8	-5.3	131*	-15	112*	57*	12
COc1ccc(N(CC(=O)NCC2CCCO2)C(=O)CCC(=O)Nc2nccs2)c(OC)c1 (stereo not given)	100	0.0	4	-0.6	5	1	8	-4	0

Quoted from the listing.
CCOC(=O)c1cnn(-c2cccc(Cl)c2)c1N | GLD-1 RNA inh: 3
Clc1cccc(OCc2nnc(-c3ccccc3Br)o2)c1 | MEX-5 binding: -1.0

(next part)
SMILES	Yeast superoxide	Efflux pump inh	ZTA counter	MEX-5 binding	MCL1 BIM primary	EBNA-1 inhibitor	BCLXL inh	GLD-1 RNA inh	Fam108B inh
NCCCCC(=O)O	104	0.1	19	/	-4	6	1	0	-2
CCn1c(-c2ccco2)nc2ccccc21	96	-0.1	3	3.3	-8	1	-2	-4	3
Cc1cccc(N2CCN(C(=O)CSc3ccsc3[N+](=O)[O-])CC2C)c1 (stereo not given)	93	-0.3	-15	1.8	14	7	3	-3	7
CN1C(=O)C(C)(C)c2cc(S(=O)(=O)N3CCC(C(=O)NCc4ccccc4Cl)CC3)ccc21	108	0.0	4	-1.8	10	1	0	1	2
COc1cccc(-c2cc(C(=O)NC3CCCC3)c3ccccc3n2)c1	111	0.1	-6	1.5	-4	-7	1	3	2
COc1cccc(C(=O)Cn2c(N3CCOCC3)nc3c2c(=O)n(C)c(=O)n3C)c1	105	0.0	-11	4.0	3	-1	8	3	2
CCOCCc1nnc(NC(=O)C2CCN(C(=O)c3ccco3)CC2)s1	95	-0.1	12	0.4	3	5	0	13	0
CCC(C)(C)NC(=O)C(c1ccc(OC)cc1)N(C(=O)CCC(=O)Nc1cc(C)on1)c1cccc(F)c1 (stereo not given)	118	-0.2	5	-2.7	0	-4	6	-3	2
COC(=O)CCC(=O)N1CCOCCOCCN(C(=O)CCC(=O)OC)CCOCCOCC1	101	-0.3	4	-0.7	1	-2	3	3	-1
COc1ccc(S(=O)(=O)N2CCC3(CC2)CC(=O)c2ccccc2O3)cc1C	65*	0.0	-5	-3.1	0	-4	6	6	0
COC(=O)Cn1nc(-c2ccc(C)c(S(=O)(=O)N(C)C)c2)c2ccccc2c1=O	95	-0.1	-11	0.8	6	-8	7	1	4
CCNC(=O)N(C(=O)NCC)n1c(C)nnc1C	96	-0.1	-8	1.1	7	-5	2	4	4

A different layout for some results above:
Molecule,Yeast superoxide,Efflux pump inh,ZTA counter,MEX-5 binding,MCL1 BIM primary,EBNA-1 inhibitor,BCLXL inh,GLD-1 RNA inh,Fam108B inh
NCCCCC(=O)O,104,0.1,19,/,-4,6,1,0,-2
CCn1c(-c2ccco2)nc2ccccc21,96,-0.1,3,3.3,-8,1,-2,-4,3
Cc1cccc(N2CCN(C(=O)CSc3ccsc3[N+](=O)[O-])CC2C)c1 (stereo not given),93,-0.3,-15,1.8,14,7,3,-3,7

The results go on.
SMILES	Yeast superoxide	Efflux pump inh	ZTA counter	MEX-5 binding	MCL1 BIM primary	EBNA-1 inhibitor	BCLXL inh	GLD-1 RNA inh	Fam108B inh
CCNC(=O)C1Cc2ccccc2CN1S(=O)(=O)c1ccc(F)cc1 (stereo not given)	100	0.1	-7	-0.5	11	-2	6	10	3
CC(C)C(NC(=O)COc1ccccc1)C(=O)O (stereo not given)	73	-0.1	4	0.0	4	11	2	-2	2
Cc1ccc(SCCSc2nc(C)cc(=O)[nH]2)cc1	104	-0.1	-7	-1.4	4	12	2	7	1
c1ccc(N2CCN(c3ccccc3)C2c2cccnc2)cc1	94	0.1	-2	0.7	6	-5	4	10	-2
N#Cc1cc2cc3c(cc2nc1N1CCCCC1)OCCO3	100	0.0	4	-2.1	6	2	8	-3	-1
COc1ccc2c(c1)OC/C(=C/c1cccs1)C2=O	93	1.4	12	2.1	-9	3	0	6	-6
CC(C(=O)OCC(=O)N(C)C1(C#N)CCCCC1)N1C(=O)c2ccccc2C1=O (stereo not given)	89	0.0	-2	/	-5	/	-3	-4	/
CN(C)Cc1c(C(=O)N/N=C/C=C/c2ccccc2)nnn1-c1nonc1N	111	0.2	-23	-1.0	-3	-14	-3	12	1
COC(=O)c1ccccc1Oc1ccc(NC(=O)C(C)(C)CCl)cc1	102	0.3	-5	2.3	3	-1	3	-7	9
NNC(=O)CN1C(c2ccccc2Br)=Nc2ccc(Br)cc2C1c1ccccc1 (stereo not given)	113	0.2	5	-1.5	-3	6	1	10	-9
COc1cccc(CNC(=O)CCCn2ncn3c(cc4occc43)c2=O)c1	105	0.1	6	1.3	-2	4	-1	-8	0
O=C(CSc1ccc2c(c1)OCCO2)Nc1ncc(Cl)cc1Cl	96	0.0	0	-0.3	9	-4	4	0	4
Cc1ccc(C(=O)Nc2ccc3c(c2)nc2n3CCSC2)cc1	113	0.0	7	-12	2	12	2	0	5
CSc1nc(-c2ccc(Cl)cc2)nn1C(=O)c1ccco1	103	0.0	1	1.0	6	4	8	4	0
Cc1cc(C)n(-c2ccc(C)c(Cl)c2)n1	92	1.5	4	0.8	6	4	6	2	1
COc1ccc(-c2oc3ccc(-c4ccc(OC)nc4)cc3c2-c2ccc(OC)cc2)cc1	99	0.2	-8	1.5	3	6	3	2	-5
c1ccc(-c2nc(NCc3cccnc3)c3oc4ccccc4c3n2)cc1	102	0.2	-2	-0.1	0	-14	6	0	-13
Clc1ccc2c(NCc3ccccn3)ncnc2c1	95	0.3	-19	-2.6	2	-3	8	-1	-1
CC(C)C(NC(=O)OCc1ccccc1)C(=O)OCC(=O)NCc1ccco1 (stereo not given)	108	0.1	5	0.5	-2	-4	2	-1	0
O=C(COC(=O)Cc1n[nH]c(=O)c2ccccc12)Nc1cccc(C(F)(F)F)c1	87	-0.1	0	-6.1	-5	-2	0	7	-5
Oc1ccc(/C=N/Nc2ncc(Cl)cc2Cl)cc1	108	0.0	-4	2.8	8	-11	7	5	4
COc1cc(-c2nnc(SCC3(c4ccccc4)OCCO3)o2)cc(OC)c1OC	93	0.1	7	0.0	5	7	5	1	0
N=C1C(c2nc3ccccc3[nH]2)=C(O)CN1c1ccc(CC(=O)O)cc1	97	-0.4	0	-85*	12	8	16	-2	5
O=C(c1ccc(F)cc1)N1CCN(C(=O)c2ccc([N+](=O)[O-])cc2)CC1	104	-0.2	-16	0.6	1	2	1	-6	-4
CCn1c(SCC(=O)N2c3ccccc3CC2C)nnc1-c1ccco1 (stereo not given)	95	0.0	-2	-1.1	5	4	7	1	-4
Nc1ccc(CSc2ccc(Cl)cc2)cc1	91	0.0	6	0.7	-2	4	0	5	3
